Source: PubChem (several laboratories)
Rpn11 block = Rpn11 (PSMD14) deubiquitinase inhibitors, primary screen, biochemical, fluorescence polarization, uHTS. calls only at 20 µM. 360,000 compounds, 0.59% hits. AID 588493, 2011. human 26S proteasome, Ub4-pepOG fluorescence polarization; 20S core pre-blocked with epoxomicin;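 active means inhibition at 20 µM, scaled to each plate's controls, above about 33%, limit read from the data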
Target sequence (O00487 whole entry, looked up): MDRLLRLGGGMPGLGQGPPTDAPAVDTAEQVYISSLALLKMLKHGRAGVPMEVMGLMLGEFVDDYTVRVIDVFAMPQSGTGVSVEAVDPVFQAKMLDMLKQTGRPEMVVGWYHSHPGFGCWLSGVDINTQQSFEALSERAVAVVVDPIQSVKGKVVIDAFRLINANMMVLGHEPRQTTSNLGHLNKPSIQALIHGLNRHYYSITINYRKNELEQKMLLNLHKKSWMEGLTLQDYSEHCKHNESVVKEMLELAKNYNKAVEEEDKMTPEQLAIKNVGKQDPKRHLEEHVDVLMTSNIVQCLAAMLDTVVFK
Scp-1 inhibitor = Scp-1 phosphatase inhibitors, primary screen, biochemical, colorimetric, uHTS; Carboxy-terminal domain RNA polymerase II polypeptide A small phosphatase 1 (Homo …; Recombinant Scp1, phosphopeptide, malachite green phosphate absorbance; inhibition, % at 20 µM; 340,000 compounds, 0.88% hits; AID 493091, 2011;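 active means inhibition above about 50% at 20 µM, limit read from the data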;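 further: plate controls were DMSO wells with enzyme for no effect and wells lacking enzyme for full effect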
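System: SCP-1 catalytic domain; Reagent: Phospho 17-mer peptide substrate; Doses: one concentration, 20 µM, with 1.0% DMSO; Incubation: 45 min room-temperature reaction, 5 min colour, 30 min stabiliser; Signal: Phosphate-binding colour reagent, absorbance read at 630 nm.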
DNMT1 block = human DNMT1 methyltransferase inhibitors, primary screen, biochemical, molecular beacon, fluorescence, HinP1I cleavage, uHTS. DNA (cytosine-5)-methyltransferase 1 (Homo sapiens), P26358. inhibition (reported as % activation of signal), % at 10 µM. 360,000 compounds, 0.83% hits. AID 588458, 2011; in the data active means inhibition above about 50%
TbMetRS inhib = T. brucei MetRS inhibitors, primary screen, biochemical, luminescence; methionyl-tRNA synthetase (Trypanosoma brucei brucei); 360,000 compounds, 0.4% hits; inhibition, % at 11.9 µM; AID 624268, 2012; purified T. brucei MetRS, ATP depletion, Kinase-Glo luminescence;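 active means inhibition above a per-plate cutoff of the control wells' mean inhibition plus 3 SD, cut at about 5.5% in these data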;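 further: 0% = DMSO wells median and 100% = median of wells with control inhibitor compound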
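Assay system: T. brucei methionyl-tRNA synthetase, purified | Medium: HEPES buffer with MgCl2, KCl, DTT, spermine, BSA, pyrophosphatase | Compound: 11.9 µM single point | Incubation: 15 min enzyme-compound preincubation, 2 h reaction, 10 min detection, 25 °C | Measured by: Kinase-Glo luciferase luminescence reporting remaining unconsumed ATP | Measure: % inhibition normalized to control-well medians | Replication: Singlicate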
SUMO1 PPI mod = modulators of SUMO1 protein-protein interactions, primary screen, biochemical, uHTS; 360,000 compounds, 0.33% hits; SUMO1 binding to a labelled peptide, TR-FRET, 1 h; inhibition, % at 20 µM; Small ubiquitin-related modifier 1 (Homo sapiens), P63165; in the data active means inhibition above about 37%
Target sequence (P63165 whole entry, looked up): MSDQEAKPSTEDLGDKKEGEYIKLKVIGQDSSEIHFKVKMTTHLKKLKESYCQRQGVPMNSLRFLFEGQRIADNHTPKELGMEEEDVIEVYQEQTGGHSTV
PABP1 MLLE inh = inhibitors of PABP1 MLLE–PAM2 peptide binding, primary screen, biochemical, fluorescence polarization, FITC-PAM2, GST-MLLE. inhibition, % at 20 µM. 360,000 compounds, 0.36% hits. AID 588489, 2011; in the data active means inhibition above about 35%, passing the limit was not always enough;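 further: plate controls were DMSO wells with GST-MLLE for no effect and wells lacking GST-MLLE protein for full effect; some results filed as inactive read as strong as hits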
CSN inh = inhibitors of CSN-mediated cullin deneddylation, primary screen, biochemical, fluorescence polarization, uHTS | 360,000 compounds, 0.38% hits | AID 651999, 2013 | Purified CSN, SCF-Nedd8-OG deneddylation | COP9 signalosome complex subunit 5 (Homo sapiens), Q92905 | inhibition, % at 12.5 µM;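 active means pattern-corrected inhibition above about 35%, with an unprinted fluorescence ratio check between 0.5 and 1.5, limit read from the data, passing the limit was not always enough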;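 further: 0% = enzyme with substrate and 100% = substrate without enzyme; some results filed as inactive read as strong as hits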
Target sequence (Q92905 whole entry, looked up, one chain of several): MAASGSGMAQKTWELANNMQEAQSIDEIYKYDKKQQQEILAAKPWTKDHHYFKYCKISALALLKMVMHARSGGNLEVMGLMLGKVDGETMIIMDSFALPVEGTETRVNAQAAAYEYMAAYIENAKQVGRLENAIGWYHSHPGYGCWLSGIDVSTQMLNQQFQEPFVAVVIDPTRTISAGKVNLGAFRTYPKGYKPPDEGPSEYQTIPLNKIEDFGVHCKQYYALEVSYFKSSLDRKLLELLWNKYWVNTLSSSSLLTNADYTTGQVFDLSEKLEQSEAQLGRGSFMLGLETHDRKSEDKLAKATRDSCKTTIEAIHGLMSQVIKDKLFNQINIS
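Test system: purified human Csn5 enzyme expressed in HEK293T cells. Amount: 0.24 nM enzyme. Reagent: SCFSkp2-Nedd8OG substrate at 10 nM final. Schedule: 90 min incubation of compound, enzyme and substrate at room temperature. Detection: fluorescence polarization. Read-out: % inhibition of substrate cleavage by Csn5.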
LMPTP inh = LMPTP phosphatase inhibitors, primary screen, biochemical, fluorescence intensity, uHTS; recombinant LMPTP-A, OMFP fluorogenic substrate; inhibition, % at 20 µM; 360,000 compounds, 0.22% hits; AID 651560, 2012;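 active means compounds that cut the enzyme signal by at least half of the control window in the single-dose screen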;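 further: plate controls were DMSO wells with enzyme plus substrate for no effect and substrate without enzyme for full effect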
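Test system – LMPTP-A phosphatase enzyme · Quantity – 0.625 nM LMPTP-A final · Reagent – OMFP substrate, 400 µM final · Dosing – one test concentration per compound, 20 µM, with 3% DMSO overall · Timing – 50 min enzyme reaction at room temperature, protected from light · Detection – fluorescence intensity · Controls – substrate-only low control, DMSO enzyme-plus-substrate high control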
STEP inh = STEP phosphatase inhibitors, primary screen, biochemical, fluorescence intensity, uHTS. inhibition, % at 20 µM. Tyrosine-protein phosphatase non-receptor type 5 (Homo sapiens), P54829. 360,000 compounds, 0.25% hits. recombinant STEP, OMFP fluorogenic substrate;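 active means inhibition at 20 µM, scaled per plate between control wells, above about 37%, limit read from the data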;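 further: 0% = DMSO with enzyme and substrate and 100% = substrate only without enzyme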
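System: STEP phosphatase, cell-free reaction; Buffer or medium: Bis-Tris pH 6.0 buffer with DTT, detergent; Incubation: 20 min at room temperature, dark; Measured by: fluorescence, 480/540 nm.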
NadD block = inhibitors of S. aureus NadD, primary screen, biochemical, colorimetric, uHTS; 360,000 compounds, 0.78% hits; purified NadD enzyme, colorimetric absorbance read-out; Nicotinate-nucleotide adenylyltransferase NadD (Staphylococcus aureus N315); inhibition, % at 20 µM; in the data active means inhibition above about 26%; further: some compounds past the cut are filed as inactive
* hit, by the source's call; i = inactive; · = not tested or not shown.

#1 COc1ccc(CN2C(=O)c3cccnc3C2=O)cc1S(=O)(=O)NC(C)C
#2 CCCCCCCCN1C(=O)[C@H](CC(=O)NCCCCc2ccccc2)C[C@@]2(C(=O)OC)CC(C)(C)CC=C12
#3 CC(=O)Nc1ccc(NC(=O)CN2CCCC(C)C2)c(Cl)c1 (stereo not drawn)
#4 Cc1ccc(S(=O)(=O)Nc2ccc(NC(=O)Nc3cccc(C(F)(F)F)c3)cc2)cc1
#5 O=C(CCS(=O)(=O)c1ccccc1)Nc1nccs1
#6 CSc1ccccc1OCc1cc(C(=O)NCCn2nc(C)cc2C)no1
#7 CCOc1ccc(OCC)c(NC(=O)Cn2c(C)nc3ccccc3c2=O)c1
#8 COCCCN1C(=O)C(CC(=O)NCCCN(C)C)CC(C(=O)N(C(C)C)C(C)C)=C1C (stereo not drawn)
entry no.	1	2	3	4	5	6	7	8
CSN inh	-2	-1	1	-3	-4	1	1	1
TbMetRS inhib	-0.8	-0.4	0.0	1.3	0.1	-0.4	-0.6	0.5
DNMT1 block	3	·	-1	-37	7	4	-1	3
SUMO1 PPI mod	-25	2	0	8	-1	5	-2	-3
STEP inh	0	·	0	-2	-2	-2	0	-2
Scp-1 inhibitor	-10	·	-7	-13	-17	-1	-7	·
Rpn11 block	i	·	i	i	i	i	i	i
NadD block	-1	·	-2	10	2	-3	-2	-12
LMPTP inh	-1.9	5.8	0.5	5.5	-0.5	1.2	0.2	-4.0
PABP1 MLLE inh	-8	·	-1	8	-7	6	-16	-5

#9 O=C(O)CC/C(=C/c1cccc(NC(=O)c2ccccc2Cl)c1)c1nc2ccccc2s1
#10 Cc1ccc2nc(-c3cccc(Br)c3)c(Cc3ccccc3C(F)(F)F)n2c1
#11 NCCCC[C@@H]1NC(=O)c2cc([N+](=O)[O-])cc(F)c2NCCCC[C@@H](C(N)=O)NC(=O)CNC1=O
#12 CCCc1nc2ccccc2c(C(=O)OCc2nnc(-c3cc(OC)c(OC)c(OC)c3)o2)c1CC
#13 Nc1nonc1-n1nnc(C(=O)N/N=C/c2ccccc2Br)c1CN1CCCC1
#14 CC(O)c1nc2ccc(C(=O)O)cc2[nH]1 (stereo not drawn)
#15 O=[N+]([O-])c1ccc2[nH]nc(-c3ccccc3)c2c1
#16 COc1ccccc1C(=O)Nc1ccncc1
entry no.	9	10	11	12	13	14	15	16
CSN inh	8	4	-2	1	-2	0	-4	4
TbMetRS inhib	-0.3	0.2	-0.3	0.1	-0.8	-0.5	0.3	-0.2
DNMT1 block	-22	-2	104*	-12	2	0	2	3
SUMO1 PPI mod	-5	7	-99	17	-3	-2	-19	-1
STEP inh	-2	-1	-1	-2	0	1	-5	-2
Scp-1 inhibitor	-1	·	-6	-4	-1	-4	-8	-2
Rpn11 block	i	i	i	i	i	i	i	i
NadD block	47*	16	-5	13	2	4	-10	-7
LMPTP inh	0.7	3.4	-9.0	6.8	1.2	0.1	-1.1	0.7
PABP1 MLLE inh	-12	-6	-13	-11	13	-6	-4	-8

Part of the list above, with bars between the fields.
cpd | SMILES | CSN inh | TbMetRS inhib | DNMT1 block | SUMO1 PPI mod | STEP inh | Scp-1 inhibitor | Rpn11 block | NadD block | LMPTP inh | PABP1 MLLE inh
5 | O=C(CCS(=O)(=O)c1ccccc1)Nc1nccs1 | -4 | 0.1 | 7 | -1 | -2 | -17 | i | 2 | -0.5 | -7
6 | CSc1ccccc1OCc1cc(C(=O)NCCn2nc(C)cc2C)no1 | 1 | -0.4 | 4 | 5 | -2 | -1 | i | -3 | 1.2 | 6
7 | CCOc1ccc(OCC)c(NC(=O)Cn2c(C)nc3ccccc3c2=O)c1 | 1 | -0.6 | -1 | -2 | 0 | -7 | i | -2 | 0.2 | -16
8 | COCCCN1C(=O)C(CC(=O)NCCCN(C)C)CC(C(=O)N(C(C)C)C(C)C)=C1C (stereo not drawn) | 1 | 0.5 | 3 | -3 | -2 | · | i | -12 | -4.0 | -5
9 | O=C(O)CC/C(=C/c1cccc(NC(=O)c2ccccc2Cl)c1)c1nc2ccccc2s1 | 8 | -0.3 | -22 | -5 | -2 | -1 | i | 47* | 0.7 | -12
10 | Cc1ccc2nc(-c3cccc(Br)c3)c(Cc3ccccc3C(F)(F)F)n2c1 | 4 | 0.2 | -2 | 7 | -1 | · | i | 16 | 3.4 | -6
11 | NCCCC[C@@H]1NC(=O)c2cc([N+](=O)[O-])cc(F)c2NCCCC[C@@H](C(N)=O)NC(=O)CNC1=O | -2 | -0.3 | 104* | -99 | -1 | -6 | i | -5 | -9.0 | -13
12 | CCCc1nc2ccccc2c(C(=O)OCc2nnc(-c3cc(OC)c(OC)c(OC)c3)o2)c1CC | 1 | 0.1 | -12 | 17 | -2 | -4 | i | 13 | 6.8 | -11
13 | Nc1nonc1-n1nnc(C(=O)N/N=C/c2ccccc2Br)c1CN1CCCC1 | -2 | -0.8 | 2 | -3 | 0 | -1 | i | 2 | 1.2 | 13
14 | CC(O)c1nc2ccc(C(=O)O)cc2[nH]1 (stereo not drawn) | 0 | -0.5 | 0 | -2 | 1 | -4 | i | 4 | 0.1 | -6
15 | O=[N+]([O-])c1ccc2[nH]nc(-c3ccccc3)c2c1 | -4 | 0.3 | 2 | -19 | -5 | -8 | i | -10 | -1.1 | -4
16 | COc1ccccc1C(=O)Nc1ccncc1 | 4 | -0.2 | 3 | -1 | -2 | -2 | i | -7 | 0.7 | -8

Going on with the list.
#17 Cc1nc(NC2CCCCC2)c2nnn(Cc3ccccc3Cl)c2n1
#18 O=C(O)C(Cc1ccccc1)n1cnnn1 (stereo not drawn)
#19 CCNC(=O)NC(=O)CSc1ccc(S(=O)(=O)N2CCOCC2)cn1
#20 COc1ccccc1C(c1nnnn1Cc1ccccc1)N1CCN(c2nc3ccccc3s2)CC1 (stereo not drawn)
#21 C=CCn1c(SCC(=O)c2c(N)n(C3CC3)c(=O)[nH]c2=O)nnc1-c1ccoc1C
#22 CN(c1ccccc1)S(=O)(=O)c1cccc(NC(=O)C2=NN(c3ccccc3)C(=O)CC2)c1
entry no.	17	18	19	20	21	22
CSN inh	3	4	-3	-6	-3	-2
TbMetRS inhib	-0.8	-0.1	-0.4	-0.5	-0.4	-0.1
DNMT1 block	1	2	4	-7	4	-6
SUMO1 PPI mod	5	3	2	1	0	1
STEP inh	3	-2	-2	1	0	0
Scp-1 inhibitor	8	12	-4	0	-5	-9
Rpn11 block	i	i	i	i	i	i
NadD block	-4	0	7	10	-3	1
LMPTP inh	2.7	-1.1	-1.5	4.0	-1.5	2.3
PABP1 MLLE inh	0	2	19	-18	6	-5
